Compound activity deposited in PubChem BioAssay by National Center for Advancing Translational Sciences (NCATS).
RGS12 GoLoco inh: RGS12 GoLoco-Gai1 interaction inhibition. Gai1:RGS12 GoLoco peptide FP, rhodamine, 10 min. 0.44% of 230,000 active. Potency, µM (highest dose often 61.6 µM), for inactives: top-dose activity, negative = inhibition, usual class: inhibitors. P63096; active = well fitted inhibition curve with a large enough effect, not every such curve was filed as active; inactive = no such curve, though single readings can be large or run the other way; also: nearly all actives have a fitted effect of over 30% in size; many of its hits are not listed in these tables
Target sequence (P63096 whole entry, looked up): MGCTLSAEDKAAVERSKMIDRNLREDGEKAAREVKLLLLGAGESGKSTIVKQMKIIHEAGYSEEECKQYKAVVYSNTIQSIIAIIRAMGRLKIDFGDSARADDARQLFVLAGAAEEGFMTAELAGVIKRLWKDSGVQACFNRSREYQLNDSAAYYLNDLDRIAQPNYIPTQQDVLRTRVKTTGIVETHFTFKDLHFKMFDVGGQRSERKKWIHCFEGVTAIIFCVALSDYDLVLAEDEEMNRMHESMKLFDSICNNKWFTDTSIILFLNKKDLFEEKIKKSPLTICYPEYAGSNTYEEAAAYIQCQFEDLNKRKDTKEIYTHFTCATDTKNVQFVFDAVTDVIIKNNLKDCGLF
TRb-SRC2 inh: TRbeta-SRC2 interaction inhibition; P10828; TRbeta-SRC2 peptide binding, fluorescence polarization; receptor liganded with 1 µM T3; Potency, µM (series often up to 106 µM), for the others: top-dose activity change, negative = inhibition, actives largely listed as inhibitors; 0.065% of 280,000 active;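 also: plate controls were bound peptide for no effect and peptide without receptor for full effect; nearly all actives have a fitted effect of over 50% in size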
Target sequence (P10828 whole entry, looked up): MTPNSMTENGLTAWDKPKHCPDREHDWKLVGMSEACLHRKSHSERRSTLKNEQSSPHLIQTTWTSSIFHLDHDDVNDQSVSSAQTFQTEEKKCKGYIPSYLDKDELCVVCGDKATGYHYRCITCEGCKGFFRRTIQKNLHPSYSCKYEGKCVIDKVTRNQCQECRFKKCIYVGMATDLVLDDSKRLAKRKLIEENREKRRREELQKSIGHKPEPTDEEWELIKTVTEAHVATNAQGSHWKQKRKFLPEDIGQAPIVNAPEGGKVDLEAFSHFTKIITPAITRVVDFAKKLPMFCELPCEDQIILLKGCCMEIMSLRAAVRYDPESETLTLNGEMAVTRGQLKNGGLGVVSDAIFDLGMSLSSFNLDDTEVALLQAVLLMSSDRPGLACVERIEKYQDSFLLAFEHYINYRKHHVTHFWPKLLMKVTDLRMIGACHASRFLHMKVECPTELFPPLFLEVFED
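Fluorescence polarization of 20 nM Texas Red SRC2 peptide (20-aa NR interaction domain) bound to 0.6 uM human TRb ligand-binding domain, with 1 uM T3, after 5 hr at ambient temperature; inhibition seen as decreased polarization.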
L3MBTL1 block: inhibitors of human L3MBTL1 | Q9Y468 | AlphaScreen L3MBTL1–H3K9me1 peptide binding | Potency, µM (doses to about 57.1 µM), inactives show at the top dose activity, negative = inhibition, most hits filed as inhibitors | 0.66% of 230,000 active | AID 485360; also: nearly all actives have a fitted effect of over 60% in size
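Read-out is AlphaScreen signal from streptavidin donor and nickel chelate acceptor beads (10 ug/mL final each) bridging L3MBTL1 (50 nM) and biotinylated K9-monomethylated H3(1-15) peptide (75 nM), after 30 min compound exposure at room temperature.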
RECQ1 inh: inhibitors of human RECQ1 DNA helicase | RECQ1 DNA unwinding, red fluorescence kinetic read | Potency, µM (highest dose often 57.3 µM), inactives show at the highest dose activity, negative = inhibition, hits mostly inhibitors | 0.54% of 240,000 active;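 also: plate controls were vehicle for no effect and no enzyme for full effect; nearly all actives have a fitted effect of over 30% in size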
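50 nM RECQ1T1 preincubated 15 min with compound in Tris pH 8.0 buffer with MgCl2, DTT, Tween-20 and 2.5 ug/ml poly(dI-dC); started with 200 nM TAMRA/BHQ-2 forked duplex and 2 mM ATP. Unwinding read as fluorescence (525/598 nm), two reads 2 h apart.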
TexasRed fluor: counter-screen for TRb-SRC2 inhibitors: fluorescence interference | TRb/SRC2 Texas Red total fluorescence interference | Potency, µM (titrated, usually from 106 µM), for inactives: top-dose fluorescence change, negative = quenching | 0.29% of 280,000 active; active = well fitted curve in either direction with a large enough effect; inconclusive = small, poorly fitted or top-dose-only effect
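Human TRβ ligand-binding domain (0.6 uM) and Texas Red SRC2 peptide (20 nM) in Tris buffer with 1 uM T3 and 5% DMSO were incubated with pinned compound for 5 hr at ambient temperature. Total fluorescence was computed as S + 2P (555/632 nm).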
KDM4E inh: blocks human JMJD2E demethylase activity. B2RXH2. JMJD2E catalytic domain, FDH-coupled NADH fluorescence (FDH is formaldehyde dehydrogenase). Potency, µM (top dose mostly 57.1 µM), without a hit: top-dose activity change, negative = inhibition, most hits filed as inhibitors. 1.6% of 230,000 active. AID 2147; active = well fitted inhibition curve with a large enough effect, not every such curve was filed as active; inconclusive = small, poorly fitted or top-dose-only effect, or another doubt; inactive = no such curve, though single readings can be large or run the other way;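 also: 0% = wells with enzyme and -100% = buffer wells without enzyme; nearly all actives have a fitted effect of over 50% in size; many of its hits are not listed in these tables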
Tau ThT inhib: blocks human tau fibril formation measured by thioflavin T; P10636; recombinant tau K18 P301L, heparin-induced fibrillization, ThT fluorescence; Potency, µM (top dose mostly 57.4 µM), for the others: at the highest dose activity, negative = inhibition, usual class: inhibitors; 2.1% of 270,000 active; AID 1460; also: nearly all actives have a fitted effect of over 55% in size
Target sequence (P10636 561-689 P618L limits assumed): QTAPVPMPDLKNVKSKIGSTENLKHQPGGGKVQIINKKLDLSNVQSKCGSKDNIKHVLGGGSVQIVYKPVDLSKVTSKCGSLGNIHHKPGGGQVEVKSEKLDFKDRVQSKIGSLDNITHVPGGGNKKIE
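Fibril formation assay: tau K18 P301L at 15 uM with trace Alexa 594 label, heparin inducer 20 uM, pH 7 sodium acetate buffer, 37 C for 6 hr; endpoint ThT signal.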
Tau fibril FP: blocks human tau fibril formation measured by polarization | P10636 | K18 P301L tau heparin fibrillization, Alexa594 FP, 6 h | Potency, µM (series often up to 57.7 µM), inactives show at the highest dose activity, negative = inhibition, most hits filed as inhibitors | 0.39% of 280,000 active | AID 1468; also: nearly all actives have a fitted effect of over 55% in size
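Compound effects on tau fibrillization are measured by Alexa 594 fluorescence polarization (ex 555, em 632 nm). K18 P301L tau is used at 15 uM with 0.24 uM labeled tracer, and 20 uM heparin induces aggregation over 6 hr at 37 C.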
* hit, by the source's call; i = inactive; ? = inconclusive; . = not tested or not shown; & = joins results of further samples; [ ] = another dose, or the depositor's remark. Unless noted, calls follow the shape of the dose curve; as a rule, active = well fitted curve in the direction sought with a large enough effect; inconclusive = small, poorly fitted or top-dose-only effect, or another doubt; inactive = no such curve, though single readings can be large; an effect the other way counts as inactive or inconclusive. Unless noted, % is scaled to controls: 0 for no effect and ±100 for the full control effect; potency is read from the fitted curve at half-maximal effect. These rows are one share of the data; rates above refer to the full screens.

compound	RGS12 GoLoco inh	TRb-SRC2 inh	L3MBTL1 block	RECQ1 inh	TexasRed fluor	KDM4E inh	Tau ThT inhib	Tau fibril FP
CC1CCCCN1C(=O)Cn1cc(C=O)c2ccccc21 (stereo unspecified)	8%	3%	3%	-12%	0%	-4%	3%	3%
COc1ccc(NC(=O)C2CCCN2C(=O)NCc2ccccc2)cc1OC (stereo unspecified)	-5%	7%	-2%	-5%	1%	7%	6%	0%
CCn1c(N2CCC(Cc3ccccc3)CC2)nc2c1c(=O)[nH]c(=O)n2C	-1%	5%	-5%	i	1%	5%	?	?
COCc1cc(=O)n2c(-c3ccc(C)cc3)n[nH]c2n1	20%	-6%	-10%	0%	-1%	?	-11%	13%
Cc1ccc2c(c1)nnn2C1CCN(S(=O)(=O)c2ccc(C(=O)N(C)C)cc2)CC1	1%	-6%	0%	i	0%	8%	-3%	-7%
Cc1ccc(CNC(=O)[C@@H]2CCC(=O)N2Cc2ccco2)cc1	-6%	-5%	.	-2%	-2%	5%	-11%	1%
COc1cc(C(=O)NCCOc2ccccc2)c(Br)c(OC)c1OC	5%	-1%	15%	0%	-4%	6%	-6%	-3%
CCOc1ccc2c(c1)NC(c1ccc(OCC)c(OCC)c1)=NC(c1ccc(F)cc1)=N2	.	-4%	.	.	-1%	.	?	-2%
CC(C)(C)NC(=O)CN(Cc1cccs1)C(=O)CNS(=O)(=O)c1ccc(F)cc1	15%	4%	0%	i	-1%	5%	1%	1%
CN(Cc1cc(-c2ccccc2)on1)C(=O)c1cc(COc2c(F)cccc2F)on1	8%	1%	32%[activator]	i	-1%	-21%	-11%	-8%
CCOC(=O)CSc1nc2cc(C(F)(F)F)cnc2n1C	4%	1%	11%	-5%	-3%	-1%	-8%	2%
Cc1n[nH]c(C)c1CCc1nc2c3ccccc3nc(SCC(=O)Nc3ccccc3F)n2n1	-2%	-4%	.	-9%	2%	-7%	?	-6%
COc1ccc(-c2nc(-c3ccccn3)nc(N3CCN(C)CC3)c2C#N)cc1	-5%	7%	.	9%	-2%	-3%	-12%	-4%
O=C(Nc1ccc(N2CCN(C(=O)C3CC3)CC2)cc1)c1cccs1	9%	4%	-1%[11.4 µM]	i	-4%	10%	?	0%
CC(C)(C)c1nc2ccc([N+](=O)[O-])cc2[nH]1	-1%	0%	?	1%	-4%	-4%	-3%	-2%
CCn1c2ccccc2c2nnc(SCC(=O)c3c(N)n(C)c(=O)n(C)c3=O)nc21	29%	-9%	0%	i	0%	0%	-10%	-1%
CCCCc1nc2c(c3c1C[C@H](C)OC3)CN(C(=O)COC)CC2	1%[14.2 µM]	4%[11.2 µM]	.	i[11.5 µM]	-17%[11.2 µM]	5%[11.4 µM]	4%[11.5 µM]	-2%[11.6 µM]
CCOc1ccc(Cl)cc1S(=O)(=O)n1cnc2ccccc21	-3%	-8%	1%	-3%	1%	9%	-4%	12%
Cc1ccccc1C1c2[nH]c3ccccc3c2CCN1Cc1cccn1-c1ncccn1 (stereo unspecified)	25%	4%	?	-4%	0%	?	?	6%
CCOc1ccccc1NC(=O)c1ccccc1NS(C)(=O)=O	-4%	-17%	3%	0%	-1%	-4%	0%	2%
CC(=O)Nc1ccc(S(=O)(=O)CCC(=O)O)cc1	-8%	-8%	-7%	3%	-3%	?	-4%	-8%
COc1ccc(N2CC(NC(=O)CCc3ccccc3)CC2=O)cc1OC (stereo unspecified)	.	-1%	.	.	0%	.	1%	-9%
CCOc1ccccc1OCCCNCc1ccco1	0%	-1%	2%	i	1%	-22%	4%	-3%
CC1CCN(C(=O)c2ccc(NS(=O)(=O)c3cccc4cccnc34)cc2)CC1	-2%	-3%	.	-9%	-1%	3%	.	.
COc1ccc(N2C(=O)CCC(C(=O)N(C)CCc3ccccn3)C2c2ccc(OC)c(OC)c2)cc1 (stereo unspecified)	4%	5%	.	-15%	-2%	0%	-5%	-5%
O=C(c1ccc(C(F)(F)F)cc1)N1CCCCC1	4%	-5%	.	i	-2%	9%	0%	4%
CCCCn1c(SCc2nc(N)nc(N3CCCCC3)n2)nc2c1c(=O)n(C)c(=O)n2C	16%	-1%	1%	-1%	-2%	4%	-6%	-4%
Cc1nc2ccc(Cl)cc2nc(C)/c1=N\O	-4%	-4%	-4%	0%	-2%	?	?	-2%
CC(=O)CCC(=O)c1ccc2ccccc2c1	-3%	0%[53 µM]	7%	-4%	-3%[53 µM]	?	6%	5%
C=CCN=C(C)C1=C(O)CCC1=O	-5%	2%	-7%[11.4 µM]	1%	0%	2%	7%	2%
CCOC(=O)c1c(C)[nH]c(O)c1C=Nc1ccc(Cl)cc1	-3%	-5%	-4%	i	-2%	3%	?	12%
O=C(Nc1sc2c(c1C(=O)c1ccc(Cl)cc1)CCCC2)c1cccnc1	-12%	0%	-29%	-18%	0%	-17%	?	-12%
O=C(c1ccc(Cl)s1)N1CCN(c2ncccn2)CC1	3%	-4%	.	i	0%	-16%	.	-1%
CCOC(=O)c1cc(-c2ccccc2)n(CCCC(=O)Nc2ccc(C)c(Cl)c2)c1C	.	-1%	.	.	-2%	.	-11%	-14%
CCOP(=O)(c1ccccc1)c1nc(-c2ccccc2C)oc1NCc1ccccc1 (stereo unspecified)	-4%	-6%	.	-6%	-2%	?	?	-5%
COc1ccccc1NS(=O)(=O)c1cc(NC(=O)c2cccs2)ccc1N1CCCCC1	16%	2%	-9%	-10%	0%	25µM*	?	?
Cc1cc(Br)c2c(c1)C(O)(N1CCCCC1C)C(=O)N2 (stereo unspecified)	10%	6%	4%	i	-1%	1%	3%	-2%
CCOC(=O)C1CCCN(CC(=O)NC2=Nc3ccccc3N=C(C)C2c2ccccc2)C1 (stereo unspecified)	3%	2%	0%	-6%	-1%	5%	-20%	0%
Cc1ccc(CNC(=O)CCC(=O)N2CC3CCCN3c3ccccc32)cc1 (stereo unspecified)	.	-7%	.	.	4%	.	-7%	11%
O=C(CSc1nc(-c2ccccc2)nc2cc(=O)[nH]n12)Nc1ccccc1	.	4%	.	.	1%	.	-8%	-3%
NC(=O)C1(N2CCCCC2)CCN(C(=O)Nc2ccccc2C(F)(F)F)CC1	10%	5%	-4%	i	-6%	-1%	7%	-14%
CCN1CCN(C(=S)Nc2cc(C(=O)OC)ccc2C(=O)OC)CC1	3%	-2%	.	-13%	-1%	?	-8%	-8%
CCC(=O)N1CCc2cc(S(=O)(=O)CCC(=O)NCCc3ccccc3)ccc21	6%	-2%	.	i	-3%	3%	1%	-6%
Cc1cccc(NC(=O)Cn2c(=O)n(Cc3ccccc3)c(=O)c3sc4ccccc4c32)c1	.	-28%[53 µM]	.	.	25µM*[quencher]	.	10%	?
Cc1cc2cc(C#N)c(N3CCN(S(C)(=O)=O)CC3)nc2cc1C	-7%	-1%	16%	-1%	-4%	?	?	3%
Cc1ccc(NC(=O)Cc2ccc(-n3c(C)nc4cccnc43)cc2)c(Cl)c1	.	-1%	.	.	2%	.	10%	5%
N[C@H]1CCN(O)C1=O	-1%	1%&-11%	.	-10%&-9%	0%&-1%	-28%	-16%	3%
CCn1c(SCC(=O)N2CCN(c3ccccc3)CC2)nnc1-c1ccoc1C	7%	1%	-3%	-14%	2%	-2%	-11%	2%
O=C(COC(=O)c1ccc2c(c1)OCCO2)NCCC1=CCCCC1	10%	-1%	12%	-9%	-1%	-4%	-11%	9%
Cc1nn(-c2ccccc2)c(C)c1/C=N/n1cnnc1	1%	-4%	.	i	0%	3%	-5%	-10%
COc1ccc(-c2nnc(SCc3cc(C)cc(C)c3)o2)cc1	4%	5%	.	-18%	-2%	0%	-13%	0%
O=C(CN1CCN(c2ccc(Cl)cc2)CC1)Nc1cccc(F)c1	-1%	0%	-8%	i	-1%	-3%	-5%	0%
O=C(O)c1cccc(Nc2nc(C(F)(F)F)nc3ccccc23)c1	2%	7%	?	11%	0%	-1%	6%	8%
Cc1cc(OCC(=O)Nc2ccc(CN3CCCCC3)cc2)ccc1Cl	-12%	-2%	-1%[11.4 µM]	i	-3%	9%	0%	-2%
COc1ccccc1/C=C/C(=O)NCC(=O)N/N=C(\CCC(=O)O)c1ccccc1	17%	9%	-11%	0%	-1%	-2%	3%	6%
C=C(C)Cn1c(=O)c(NC(=O)c2ccccc2)c2n(c1=S)CCC2	6%	-8%	.	-8%	0%	1%	-14%	-1%
COc1ccc(S(=O)(=O)NNC(=O)C2Cc3c(ccc4ccccc34)O2)cc1 (stereo unspecified)	0%	3%	6%	-4%	-3%	6%	-9%	-2%
COc1ccc(C)cc1NC(=O)C1CCN(S(=O)(=O)c2c(C)noc2/C=C/c2ccco2)CC1	.	-6%	.	.	-1%	.	17%	?
COc1cc(/C=N/Nc2ccccc2[N+](=O)[O-])cc(OC)c1O	31%[activator]	-9%	?	-9%	-2%	5%	9%	5%
Cc1ccc(CNC(=O)CC(C)CC2=NS(=O)(=O)c3ccccc3N2)cc1 (stereo unspecified)	.	3%	.	.	-10%	.	0%	?

(next part)
compound	RGS12 GoLoco inh	TRb-SRC2 inh	L3MBTL1 block	RECQ1 inh	TexasRed fluor	KDM4E inh	Tau ThT inhib	Tau fibril FP
CCC(=O)Nc1cccc2ccccc12	7%	-4%	-5%	i	-9%	-3%	-3%	0%
COc1ccc(CNC(=O)CCn2c(=O)oc3ccccc32)c(OC)c1	10%	2%	.	-21%	-7%	-11%	-6%	?
CCN(C(=O)CCS(=O)(=O)c1ccc2c(c1)oc(=O)n2C)c1ccc(OC)cc1	.	-10%	.	.	-3%	.	-2%	3%
CC1=CCC(C(=O)O)C(C(=O)O)C1 (stereo unspecified)	-6%	-6%	12%	-5%	0%	2%	-6%	-13%
